NPY-Y1 PAM-ag – potentiates or activates human NPY-Y1 receptor; P25929; NPY-Y1 expressing cells, potentiator/agonist activation; activation, % at 3.6 µM; actives 0.37% (n = 220,000); AID 1304; in the data active means activation above about 33%, passing the limit was not always enough;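 further: cells stimulated with NPY at EC10 then isoproterenol at EC100; 0% = low agonist plus stimulus and 100% = saturating agonist plus stimulus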
Target sequence (P25929 whole entry, looked up): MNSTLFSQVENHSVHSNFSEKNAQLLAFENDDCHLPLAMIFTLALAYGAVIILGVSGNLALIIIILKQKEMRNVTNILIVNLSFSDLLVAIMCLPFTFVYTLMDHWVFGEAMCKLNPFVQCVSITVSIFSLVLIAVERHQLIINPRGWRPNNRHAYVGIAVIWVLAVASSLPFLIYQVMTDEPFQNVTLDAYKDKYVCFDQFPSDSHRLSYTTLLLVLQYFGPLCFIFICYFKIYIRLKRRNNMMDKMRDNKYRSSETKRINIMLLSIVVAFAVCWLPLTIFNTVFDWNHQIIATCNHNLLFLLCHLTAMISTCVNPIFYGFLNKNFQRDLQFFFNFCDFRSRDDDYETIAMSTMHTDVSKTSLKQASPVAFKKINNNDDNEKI
Ba/F3 V617F tox – loss of viability in JAK2V617F-driven Ba/F3 cells | Ba/F3 EpoR-JAK2V617F viability, ATP luminescence | inhibition, % at 5.6 µM | actives 1.1% (n = 220,000) | AID 1446;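 active means inhibition above the campaign mean plus 3 SD over all tested compounds, cut at about 24% in these data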;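 further: cytokine-independent growth of Ba/F3 cells driven by EpoR plus mutant JAK2; 0% = DMSO-treated cells and 100% = JAK inhibitor I control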
S1P4 antagonist – blocks the human S1P4 receptor; O95977; S1P4-expressing cells, antagonist mode, reporter read-out; inhibition, % at 4.98 µM; actives 0.26% (n = 220,000); in the data active means inhibition above about 29%;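 further: 0% = wells stimulated with agonist and 100% = vehicle wells without agonist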
NPY-Y1 antag – antagonists of human neuropeptide Y receptor Y1; actives 1% (n = 200,000); inhibition, % at 3.6 µM; P25929; HEK293-CNG Y1 cells, membrane potential fluorescence; NPY at EC95, then isoproterenol;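 active means inhibition above the campaign mean inhibition of all tested compounds plus 3 SD, cut at about 20% in these data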;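 further: 0% = DMSO wells given NPY plus isoproterenol and 100% = isoproterenol alone without NPY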
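Material: HEK293 cells with Y1 receptor plus CNG channel; times: compound incubation 1 h at room temperature, readout 45 min post-stimulation; signal: fluorescence, membrane potential probe; read-out basis: fluorescence ratio normalized to % inhibition between controls; benchmarks: full-block control isoproterenol-only wells, zero-block control NPY plus isoproterenol wells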
BaF3 parental – parental Ba/F3 viability inhibition as JAK2V617F counter-screen; CellTiter-Glo ATP luminescence; actives 1.1% (n = 220,000); AID 1486; inhibition, % at 5.6 µM;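 active means inhibition above a per-campaign cutoff, the mean inhibition of all tested compounds plus 3 SD, cut at about 27% in these data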;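 further: 0% = DMSO wells and 100% = JAK Inhibitor I control wells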
RBBP9 inh – blocks human serine hydrolase RBBP9; actives 0.2% (n = 220,000); inhibition, % at 7.94 µM; recombinant RBBP9, FP-Rh probe fluorescence polarization; O75884;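 active means inhibition above the campaign mean of all tested compounds plus 3 SD, cut at about 14% in these data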;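 further: plate controls were DMSO wells with RBBP9 for no effect and wells lacking RBBP9 protein for full effect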
Target sequence (O75884 whole entry, looked up): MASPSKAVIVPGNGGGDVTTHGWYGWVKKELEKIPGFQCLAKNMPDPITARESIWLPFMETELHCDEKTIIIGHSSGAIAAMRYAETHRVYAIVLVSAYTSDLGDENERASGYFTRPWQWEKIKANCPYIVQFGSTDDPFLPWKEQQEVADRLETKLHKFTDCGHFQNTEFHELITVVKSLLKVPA
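System: RBBP9 protein | Quantity: 2.5 µM RBBP9 dispensing solution, before mixing | Reagent: FP-Rh probe, 375 nM dispensing solution | Timing: Enzyme-compound preincubation 30 min, then probe labeling 45 min, 25 °C | Measured by: Fluorescence polarization | Read-out: % inhibition | Replication: One well per compound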
NPY2 pot ag – potentiates or activates human NPY-Y2 receptor; P49146; activation, % at 3.6 µM; actives 0.45% (n = 220,000); AID 1359; cells expressing NPY-Y2, potentiator/agonist read-out; in the data active means activation above about 27%;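 further: cells stimulated with NPY near EC25 plus isoproterenol at EC100; 0% = vehicle plus submaximal agonist and 100% = vehicle plus saturating agonist; some results beyond the cut were filed as inactive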
Target sequence (P49146 whole entry, looked up): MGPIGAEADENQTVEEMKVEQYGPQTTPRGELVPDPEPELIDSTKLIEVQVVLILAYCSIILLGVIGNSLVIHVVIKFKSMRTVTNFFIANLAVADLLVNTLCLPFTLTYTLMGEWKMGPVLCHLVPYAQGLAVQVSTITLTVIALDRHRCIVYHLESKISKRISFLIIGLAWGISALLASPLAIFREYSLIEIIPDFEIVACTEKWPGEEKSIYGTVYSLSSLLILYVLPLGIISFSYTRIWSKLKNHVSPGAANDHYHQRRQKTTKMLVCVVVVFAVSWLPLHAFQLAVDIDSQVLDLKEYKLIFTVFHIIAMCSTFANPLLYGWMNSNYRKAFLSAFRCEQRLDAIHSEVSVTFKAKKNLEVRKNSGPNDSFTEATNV
S1P4 agonist – activates the human S1P4 receptor. actives 0.35% (n = 220,000). activation, % at 4.98 µM. S1P4-expressing cell line, agonist reporter assay; in the data active means activation above about 11%;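 further: 0% = DMSO vehicle and 100% = reference agonist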
Runt-CBFb FRET – inhibitors of human RUNX1 Runt domain binding to CBFb; actives 0.46% (n = 220,000); Cerulean-Runt/Venus-CBFb FRET ratio 530/480, 1 h; AID 1496; inhibition, % at 20 µM;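 active means inhibition over about 50% at 20 µM in the single-dose screen, limit read from the data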;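 further: 0% = DMSO wells and 100% = excess unlabeled CBFb competitor control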
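test system = Cerulean-tagged RUNX1 Runt domain (FRET donor) fusion protein | reagent = Venus-CBFb binding partner, 100 nM | incubation = protein complex preformed 1 h, compound exposure 1 h, room temperature, dark | detection = FRET fluorescence | read-out basis = loss of energy transfer signal | controls = 5 µM unlabeled CBFb as full-inhibition high control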
Starred values were filed as active, the others as inactive; . = no result given. Not a hit list; any-hit rate near 3.6%.

The opening 2 records (preview)
nr	compound	NPY-Y1 PAM-ag	Ba/F3 V617F tox	S1P4 antagonist	NPY-Y1 antag	BaF3 parental	RBBP9 inh	NPY2 pot ag	S1P4 agonist	Runt-CBFb FRET
1	Cc1ccc(-n2c(C)cc(/C=N/NC(N)=S)c2C)cc1	0.3	1.3	-14.6	4.1	6.7	-3.1	10.7	1.4	6.0
2	C=CC[n+]1c(-c2ccc(OC)c(OC)c2)csc1NNC(=O)Nc1ccccc1	15.9	-1.7	-9.5	-1.8	3.2	-3.5	12.1	1.4	-3.9

The whole of this part, from the first entry:
nr	compound	NPY-Y1 PAM-ag	Ba/F3 V617F tox	S1P4 antagonist	NPY-Y1 antag	BaF3 parental	RBBP9 inh	NPY2 pot ag	S1P4 agonist	Runt-CBFb FRET
1	Cc1ccc(-n2c(C)cc(/C=N/NC(N)=S)c2C)cc1	0.3	1.3	-14.6	4.1	6.7	-3.1	10.7	1.4	6.0
2	C=CC[n+]1c(-c2ccc(OC)c(OC)c2)csc1NNC(=O)Nc1ccccc1	15.9	-1.7	-9.5	-1.8	3.2	-3.5	12.1	1.4	-3.9
3	COc1ccc(NC(=O)C2CC(=O)NC3=C2C(=O)CC(C)(C)C3)cc1 (centres undefined)	-4.5	-2.3	-10.4	-4.4	6.5	-10.2	-11.6	0.3	-0.2
4	CCn1c(C)nc2cc(-c3nc4n(n3)Cc3ccccc3-4)ccc21	1.3	48.0*	-9.2	-4.0	42.4*	0.7	2.2	1.2	0.1
5	Cc1cccc(C)c1OCC(O)Cn1c2ccccc2c2ccccc21 (centres undefined)	-3.7	0.8	4.1	7.0	7.4	-1.2	-3.8	1.2	0.6
6	C/C(=N/NC(=O)C1COc2ccccc2O1)c1ccc(Br)s1 (centres undefined)	15.1	-2.2	-12.9	.	4.3	-0.1	5.4	1.2	-1.1
7	c1ccc2c(c1)oc1c(NCCN3CCOCC3)ncnc12	-10.4	2.1	-8.2	2.5	2.0	-6.3	4.8	-0.9	-2.1
8	O=C(Cc1cccc2ccccc12)NCC1CCCO1 (centres undefined)	2.8	3.2	-1.7	4.5	4.1	-6.6	-2.6	0.0	-1.7
9	Cc1c2c(n3c(nc4ccccc43)c1C#N)N(Cc1cccnc1)CC2	-30.7	-4.3	-11.5	0.2	-0.2	-6.4	11.5	1.6	.
10	CCCn1c(NCCO)nc2ccccc21	-37.6	-5.3	8.1	3.8	1.1	-6.8	7.8	-2.0	-0.9
11	CCOc1ccc(Br)cc1S(=O)(=O)Nc1ccc(NC(=O)c2ccccc2F)cc1	19.4	-0.2	-13.3	1.9	9.5	-7.5	-3.8	0.8	-2.1
12	O=C(CSc1nccn1-c1ccccc1)NO	-16.4	2.0	-1.0	-3.1	4.1	4.1	-17.9	1.6	1.3
13	Cc1[nH]c2ccccc2c1C(=O)COC(=O)c1ccc([N+](=O)[O-])s1	22.3	3.7	1.4	-12.8	4.1	4.2	3.7	-1.5	1.8
14	CC(=O)NC1(c2cccc(F)c2)CCN(C(=O)Nc2ccc(C#N)cc2)CC1	-7.2	-1.4	-10.9	-6.3	0.5	-13.7	3.9	1.0	-2.3
15	O=C(O)Cn1c(COc2ccc(Cl)cc2)nc2ccccc21	16.9	-3.6	-13.9	.	-0.4	-1.2	2.4	0.2	-1.5
16	N/C(=N\OC(=O)Cc1cccs1)c1ccc(Br)cc1	7.8	-3.6	-4.5	5.5	5.3	-4.8	-4.4	0.5	-3.2
17	CC(C)(C)c1nnc2sc(SC/C(O)=C(\C#N)c3nc4ccccc4[nH]3)nn2c1=O	-3.7	-1.1	-15.2	7.7	3.7	-1.2	14.9	0.1	2.4
18	Fc1cccc(NC(=S)NCc2ccc(Cl)cc2)c1	-6.0	-1.4	-11.1	-5.5	1.8	-4.5	6.4	0.0	-2.2
19	COC(=O)c1ccc2c(c1)N(Cc1nc(-c3cccc(C)c3)oc1C)C(=O)C1CCCN21 (centres undefined)	14.3	-1.4	-8.6	4.2	7.1	-1.3	2.4	-0.7	1.4
20	CCC(C)Sc1nc2c(cnn2-c2ccccc2)c(=O)[nH]1 (centres undefined)	-10.8	-4.3	-5.0	6.9	-0.4	-6.8	5.9	-0.6	-0.4
21	CCOc1ccc(NC(=O)COC(=O)c2c(OC)cccc2OC)cc1	-8.7	-1.4	-14.7	2.6	2.6	-5.0	-23.5	0.8	-2.6
22	CC(=O)c1ccc(NC(=O)CN(C)CC(=O)Nc2cccc(F)c2)cc1	3.8	-0.1	-10.4	-3.0	4.4	-1.4	0.0	-1.1	-0.9
23	CC1CC(NC(=O)C2(C)CC2(Cl)Cl)CC(C)(C)C1 (centres undefined)	6.7	-2.5	4.9	6.9	-0.3	-0.8	6.8	-0.8	2.1
24	Cn1c(=O)cc(OCC(=O)NCCCN2CCN(Cc3ccccc3)CC2)c2ccccc21	-31.2	-2.4	-16.4	2.9	4.2	-2.6	-6.8	-0.3	1.2
25	CC(=O)CCc1oc2ccccc2c1-c1ccccc1	0.0	-1.2	-12.8	.	-2.6	0.8	23.1	1.5	-1.2
26	Cc1ccc(NC(=O)CSc2nnc(Cn3c(=O)sc4ccccc43)n2C)cc1	-1.6	1.4	-6.8	-5.2	3.9	-4.2	10.7	1.8	-1.1
27	CC(C)(C)c1nc(C(C)(C)C)c(Br)c(=O)[nH]1	12.2	-5.1	3.5	-3.1	1.3	0.0	8.5	0.7	-2.8
28	COc1ccc(CN2C(=O)c3ccccc3C2=O)cc1C(=O)Nc1ccc(C)cc1C	2.3	1.0	-7.2	9.1	5.0	-8.7	0.9	-0.2	-5.5
29	Cc1c(C(=O)NCc2cccnc2)sc2nc(-c3ccc(F)cc3)cn12	-20.9	-0.3	-21.1	-1.7	7.9	-0.2	1.9	1.9	-1.0
30	CC1=CCC2C(=O)N(CCc3c[nH]c4ccccc34)C(=O)C2C1 (centres undefined)	-1.3	-1.3	-6.6	-3.7	2.5	-4.1	-9.6	3.0	-1.3
31	COc1ccc(CCNC(=O)COc2ccc(N(C)S(=O)(=O)c3ccc(C)cc3)cc2)cc1	0.0	0.8	-6.8	6.8	5.8	-4.3	-16.5	0.2	-3.5
32	N#Cc1c(C(F)(F)F)cc(-c2ccco2)nc1SCc1ccccn1	-17.9	-5.1	4.4	8.8	0.4	-2.9	7.1	-1.1	8.8
33	O=C(CSc1ccccc1C(=O)O)NC1CCCCCC1	-3.0	-2.8	8.0	.	-1.6	4.1	-5.2	0.4	-0.2
34	Cn1c(CNc2cccc(C(F)(F)F)c2)n[nH]c1=S	3.5	-1.0	-3.5	-3.2	8.1	-2.3	2.0	0.3	0.9
35	Cc1ccc(S(=O)(=O)NCC(=O)OCc2csc(-c3ccccc3)n2)cc1	-4.0	-1.6	-12.4	-1.5	6.8	-8.1	6.8	0.1	-1.2
36	Cc1c(Br)c(C(F)(F)F)nn1CC(=O)NCCN1CCOCC1	24.6	-6.8	-17.4	5.2	-1.0	2.1	4.4	1.8	2.2
37	O=C(Cn1cc(C(=S)N2CCOCC2)c2ccccc21)N1CCOCC1	-12.0	-0.9	-7.0	2.0	-0.3	-7.3	10.3	-0.5	0.7
38	Cc1cc([N+](=O)[O-])nn1CCCC(=O)NC1CCCCC1	-8.3	-2.5	3.4	1.8	1.6	-10.1	-7.3	1.2	1.3
39	O=C(/C=C\c1ccccc1)Nc1nccs1	0.8	1.3	6.3	4.3	7.2	-7.6	4.7	0.6	0.7
40	O=C(NCc1ccc(F)cc1)C1CCN(S(=O)(=O)N2CCCCC2)CC1	-10.0	0.8	-8.8	-0.7	4.8	-3.2	-19.2	1.1	0.8
41	CCOC(=O)C1CCN(S(=O)(=O)c2ccc(C(C)(C)C)cc2)CC1	-5.8	-5.6	-6.0	2.4	-1.5	0.7	-21.0	0.8	1.1
42	C/C(=N\Nc1cc(C)nc(-c2ccccc2O)n1)c1ccccc1O	11.0	-3.1	-7.4	.	-0.2	-10.0	2.9	-1.1	0.6
43	CCOC(=O)c1sc2nccc(N(C)C)c2c1N=CNOCc1c(F)cccc1Cl	-45.3	-0.4	-5.2	2.1	3.0	-4.3	-15.9	2.1	-6.7
44	CCN1CCN(S(=O)(=O)c2ccc(C)c([N+](=O)[O-])c2)CC1	-3.3	-1.0	-7.4	-3.4	3.0	2.0	-6.3	-0.3	-0.9
45	O=C(Nn1c(-c2ccccc2)nc2ccccc2c1=O)c1ccco1	-21.9	-4.2	-9.0	-6.3	0.5	0.3	-0.7	0.7	2.0
46	CC(=O)Nc1ccc(S(=O)(=O)N(C)CC(=O)N/N=C/c2cccc(O)c2)cc1	-0.1	-1.5	7.3	-2.2	7.8	-7.9	-13.0	0.0	-0.3
47	Cc1ccccc1-n1c(=O)cc(NCC2CCCO2)[nH]c1=O (centres undefined)	-8.8	-3.2	-11.7	1.2	1.0	-10.4	12.7	1.8	-0.6
48	Cc1ccc(CNC(=O)CN(C2CCCCC2)S(C)(=O)=O)cc1	-14.5	-5.5	-3.8	3.4	-0.7	-3.8	14.7	3.1	-0.6
49	Cc1nc2ncnn2c(N2CCCC(C(=O)Nc3ccc4c(c3)CCC4)C2)c1C (centres undefined)	12.8	1.3	-22.8	-2.3	4.5	-4.9	20.9	0.4	-3.0
50	CCC(=O)N1CCc2cc(S(=O)(=O)NC(C(=O)NC3CCCc4ccccc43)C(C)C)ccc21 (centres undefined)	0.7	0.0	6.9	8.7	0.8	-5.1	5.4	0.3	-4.0
51	COc1cccc(/C=N/NC(=O)c2[nH]c(C)c(C(=O)N/N=C/c3cccc(OC)c3)c2C)c1	-3.2	-1.4	-6.5	-7.1	2.1	-6.8	0.0	1.1	0.8
